# PLAP activator: activates human placental alkaline phosphatase; activation fold at 20 µM; purified PLAP enzyme, luminescent substrate read-out; stronger effect = higher value; 96,000 tested, 1.2% active; in the data active = activation fold above about 2
# HIV Rev-RRE inh: disrupts HIV-1 Rev binding to RRE RNA; P05866; inhibition, % at 8 µM; Rev peptide-RRE RNA binding, FRET; 97,000 tested, 0.79% active;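 active = inhibition above the screen-wide mean plus 3 SD, cut at about 35% in these data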;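 also: 0% = median DMSO wells and 100% = median Neomycin B control wells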
#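 System: Cy5-labelled duplex RRE RNA binding fluorescein-labelled HIV Rev peptide; Signal: fluorescein-to-Cy5 FRET, 480 nm excitation; Also added: labelled Rev peptide; Compound: one concentration, 8 µM nominal; Buffer or medium: HEPES pH 7.5 salt buffer with EDTA; Read-out: % inhibition of FRET ratio versus controls; Schedule: 5 min preincubation and 15 min binding, 25 °C.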
# PLK1 kinase inh: blocks human PLK1 kinase activity. inhibition, % at 10 µM. P53350. 97,000 tested, 0.53% active. recombinant PLK1 kinase, TR-FRET peptide phosphorylation;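 active = inhibition of 50% or more in the single-concentration screen; inactive = inhibition below 50%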;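 also: 0% = DMSO max control and 100% = H-89 dihydrochloride min control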
# FAK blocker: inhibitors of human focal adhesion kinase. Q05397. 97,000 tested, 0.84% active. biochemical FAK kinase activity assay. inhibition, %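 (tested at 7 µM)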; in the data active = inhibition above about 19%;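 also: 0% = DMSO and 100% = reference compound high control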
# S1P2 agonist: S1P2 (human) receptor agonism. O95136. S1P2-expressing cell line, agonist reporter read-out. activation, % at 4.5 µM. 97,000 tested, 0.46% active; in the data active = activation above about 16%;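 also: 0% = vehicle low control and 100% = maximal reference agonist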
# Plk1 PBD FP: blocks phosphopeptide binding to human Plk1 polo box domain; inhibition, %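 (tested at about 20 µM)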; 97,000 tested, 0.13% active; P53350; AID 693; Plk1 PBD phosphopeptide binding, fluorescence polarization; in the data active = inhibition above about 34%, passing the limit was not always enough
# MT1-MMP txn act: activates MT1-MMP transcription; HT1080 MT1-MMP promoter luciferase reporter, luminescence, overnight; stronger effect = higher value; activation factor at 10 µM; 86,000 tested, 0.16% active;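 active = activation factor of at least 2 for MT1-MMP transcription at 10 µM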
# S1P2 antag: blocks the human S1P2 receptor; cell-based S1P2 antagonist assay, inhibition at 5 uM; inhibition, % at 5 µM; 97,000 tested, 0.21% active; AID 736; in the data active = inhibition above about 45%;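 also: CRE beta-lactamase reporter cells expressing human S1P2 stimulated with S1P; 0% = agonist at EC80 alone and 100% = agonist plus reference antagonist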
# EphB4 ephrin blk: EphB4-ephrin-B2 interaction antagonism. inhibition, % at 7 µM. EphB4 LBD / TNYL-RAW-Alexa532 peptide, fluorescence polarization. 97,000 tested, 0.15% active. P54760;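 active = inhibition above the screen-wide mean inhibition plus 3 SD, cut at about 15% in these data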;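 also: 0% = DMSO wells and 100% = excess unlabeled TNYL-RAW peptide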
# Target sequence (P54760 whole entry, looked up, the tested form may be a part): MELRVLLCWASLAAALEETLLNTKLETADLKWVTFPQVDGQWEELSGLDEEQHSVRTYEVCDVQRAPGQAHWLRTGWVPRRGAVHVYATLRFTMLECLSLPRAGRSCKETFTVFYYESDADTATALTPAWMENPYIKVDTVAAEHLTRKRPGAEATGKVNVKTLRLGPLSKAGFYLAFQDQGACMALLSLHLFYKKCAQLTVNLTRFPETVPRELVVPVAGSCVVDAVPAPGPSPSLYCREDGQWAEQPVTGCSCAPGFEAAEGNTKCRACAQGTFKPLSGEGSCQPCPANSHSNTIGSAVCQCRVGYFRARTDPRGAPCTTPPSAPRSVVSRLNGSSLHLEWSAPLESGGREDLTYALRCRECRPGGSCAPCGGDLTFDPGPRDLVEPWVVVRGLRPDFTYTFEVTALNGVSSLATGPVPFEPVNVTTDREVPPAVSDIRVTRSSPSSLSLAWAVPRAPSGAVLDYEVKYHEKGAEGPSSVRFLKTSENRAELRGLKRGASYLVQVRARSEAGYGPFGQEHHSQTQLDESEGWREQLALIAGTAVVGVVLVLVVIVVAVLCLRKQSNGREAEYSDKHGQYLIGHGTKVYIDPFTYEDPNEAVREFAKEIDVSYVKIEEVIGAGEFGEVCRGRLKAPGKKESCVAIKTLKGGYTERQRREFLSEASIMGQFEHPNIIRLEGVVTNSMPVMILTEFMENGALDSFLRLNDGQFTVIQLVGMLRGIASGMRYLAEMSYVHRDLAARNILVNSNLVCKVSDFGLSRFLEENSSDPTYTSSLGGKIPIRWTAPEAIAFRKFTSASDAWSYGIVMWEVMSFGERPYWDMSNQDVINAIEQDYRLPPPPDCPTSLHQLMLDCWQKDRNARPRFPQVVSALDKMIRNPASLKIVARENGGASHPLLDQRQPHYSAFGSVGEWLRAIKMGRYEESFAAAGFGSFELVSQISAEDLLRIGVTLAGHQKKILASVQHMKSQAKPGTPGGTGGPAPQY
# * hit, by the source's call; . = no result given.
# The opening 15 compounds, ahead of the listing:
SMILES,PLAP activator,HIV Rev-RRE inh,PLK1 kinase inh,FAK blocker,S1P2 agonist,Plk1 PBD FP,MT1-MMP txn act,S1P2 antag,EphB4 ephrin blk
COc1ccc(-c2nc(CS(=O)CC(=O)N3CCC4(CC3)OCCO4)c(C)o2)cc1 (stereo unspecified),1.3,2,9,1,-1,-20,1,-8,7
C=Cn1ccnc1P(=S)(c1ccn(C)c1)c1nccn1C=C,1.3,3,4,2,-10,12,1.1,5,-3
CC(=O)OC1(c2ccc(C)cc2)CN2CCC1c1ccccc12 (stereo unspecified),1.7,0,-19,-1,-4,-23,1.2,2,0
CSc1ncc(/C=C2/C(=O)NC(=O)N(C3CCCCC3)C2=O)cn1,1.1,17,-5,0,-5,-5,.,-12,-15
C1=C(CCNCc2ccccc2)CCCC1,0.7,-4,-6,2,-2,15,.,-5,1
CCC12C=CCN3CCC4(c5cc(Br)c(OC)cc5N(C)C4C(O)(C(=O)OC)C1OC(C)=O)C32 (stereo unspecified),1.3,-2,-5,4,-9,3,.,-16,8
CC1C(c2cccs2)=[N+]([O-])C(C)(C(=O)c2ccc(F)cc2)N1O (stereo unspecified),.,5,-3,-2,-6,5,.,12,7
COc1ccccc1N1CCN(Cc2c(F)cccc2F)CC1,1,6,-12,1,-10,-15,1.1,26,0
CCn1c(O)c(C(c2ccccn2)c2c(O)n(CC)c(=S)[nH]c2=O)c(=O)[nH]c1=S,1.2,1,-7,1,-3,17,.,13,-9
CSC(=Nc1ccccc1)c1c(O)n(C)c(=O)n(C)c1=O,1.1,6,-6,-1,-3,14,1.1,18,-5
CC(C)NC(C)C(=O)C12CC3CC(CC(C3)C1)C2 (stereo unspecified),1,6,-12,-1,0,-9,1.1,11,5
CC1(C)CN=C(Nc2ccccc2C(F)(F)F)S1,1,3,-17,-6,-9,-2,1.3,8,3
O=C(O)Cn1cc(C(=O)c2ccccc2)c2ccccc21,1.2,2,-12,4,-2,17,1,14,-10
CCN(CC)C(=O)c1ccc(NC(=O)c2cccc(F)c2)cc1,0.8,2,-15,1,-10,-7,.,-7,0
CCN1CCN(c2nc3ccccc3s2)CC1,1,8,-5,-2,-6,5,1.5,13,4

# This part in full, from the first entry:
SMILES,PLAP activator,HIV Rev-RRE inh,PLK1 kinase inh,FAK blocker,S1P2 agonist,Plk1 PBD FP,MT1-MMP txn act,S1P2 antag,EphB4 ephrin blk
COc1ccc(-c2nc(CS(=O)CC(=O)N3CCC4(CC3)OCCO4)c(C)o2)cc1 (stereo unspecified),1.3,2,9,1,-1,-20,1,-8,7
C=Cn1ccnc1P(=S)(c1ccn(C)c1)c1nccn1C=C,1.3,3,4,2,-10,12,1.1,5,-3
CC(=O)OC1(c2ccc(C)cc2)CN2CCC1c1ccccc12 (stereo unspecified),1.7,0,-19,-1,-4,-23,1.2,2,0
CSc1ncc(/C=C2/C(=O)NC(=O)N(C3CCCCC3)C2=O)cn1,1.1,17,-5,0,-5,-5,.,-12,-15
C1=C(CCNCc2ccccc2)CCCC1,0.7,-4,-6,2,-2,15,.,-5,1
CCC12C=CCN3CCC4(c5cc(Br)c(OC)cc5N(C)C4C(O)(C(=O)OC)C1OC(C)=O)C32 (stereo unspecified),1.3,-2,-5,4,-9,3,.,-16,8
CC1C(c2cccs2)=[N+]([O-])C(C)(C(=O)c2ccc(F)cc2)N1O (stereo unspecified),.,5,-3,-2,-6,5,.,12,7
COc1ccccc1N1CCN(Cc2c(F)cccc2F)CC1,1,6,-12,1,-10,-15,1.1,26,0
CCn1c(O)c(C(c2ccccn2)c2c(O)n(CC)c(=S)[nH]c2=O)c(=O)[nH]c1=S,1.2,1,-7,1,-3,17,.,13,-9
CSC(=Nc1ccccc1)c1c(O)n(C)c(=O)n(C)c1=O,1.1,6,-6,-1,-3,14,1.1,18,-5
CC(C)NC(C)C(=O)C12CC3CC(CC(C3)C1)C2 (stereo unspecified),1,6,-12,-1,0,-9,1.1,11,5
CC1(C)CN=C(Nc2ccccc2C(F)(F)F)S1,1,3,-17,-6,-9,-2,1.3,8,3
O=C(O)Cn1cc(C(=O)c2ccccc2)c2ccccc21,1.2,2,-12,4,-2,17,1,14,-10
CCN(CC)C(=O)c1ccc(NC(=O)c2cccc(F)c2)cc1,0.8,2,-15,1,-10,-7,.,-7,0
CCN1CCN(c2nc3ccccc3s2)CC1,1,8,-5,-2,-6,5,1.5,13,4
CCCCn1c(O)c(C(C)=NCCCN(CC)CC)c(=O)[nH]c1=O,1,6,8,-2,-10,-15,1.1,15,-4
COc1cc2[nH]c(=O)n(-c3ccccc3)c(=O)c2cc1OC,0.8,11,-9,0,-2,-18,1.1,-8,4
CN1CCN(c2c(N)c(=O)oc3ccccc23)CC1,0.8,7,-3,-2,-1,23,1,-40,-4
CC(C)OCCCNC(=O)c1c(N)n(CC2CCCO2)c2nc3ccccc3nc12 (stereo unspecified),1.7,12,-13,4,18*,-1,1.1,-16,-1
COc1cc(/C=N/n2cnnc2)ccc1OC(=O)N(C)C,1,6,-1,0,-5,-28,1,-17,2
CCCC(=O)Nc1cc(C(=O)N2CCC3(CC2)OCCO3)ccc1S(=O)(=O)c1ccc(C)cc1,1.3,3,-14,-3,-4,1,1.1,16,-3
CSc1ncc(Cl)c(C(=O)O)n1,1,4,-7,1,-4,-25,.,0,4
CCc1ccc(C(=O)C23CN4CN(CN(C4)C2)C3)cc1,.,7,-9,-1,-2,3,1.2,-20,4
COc1ccc(N2C(=O)CC(N3CCC(n4c(=O)[nH]c5ccccc54)CC3)C2=O)cc1 (stereo unspecified),1.1,3,-4,-3,-7,-4,1,10,-6
CCCCCn1c(N)c(C(=O)NCc2cccs2)c2nc3ccccc3nc21,1.1,10,-2,1,13,5,1.1,-14,-3
# (next part)
SMILES,PLAP activator,HIV Rev-RRE inh,PLK1 kinase inh,FAK blocker,S1P2 agonist,Plk1 PBD FP,MT1-MMP txn act,S1P2 antag,EphB4 ephrin blk
NC1=Nc2ccccc2Oc2ccccc21,0.9,-7,13,-2,-3,-11,.,17,-6
Cc1ccc(CC2C(=O)N(C)C(=O)N(C)C2=O)s1,1,10,-14,1,-7,4,1.3,13,-3
Oc1ccc(/C=N/NP(=S)(c2ccccc2)c2ccccc2)c(O)c1O,2.4*,1,-2,1,-4,24,.,-8,-4
CCOC(=O)N(c1ccccc1)P1(=S)OCC(C)O1 (stereo unspecified),0.9,-11,-16,-1,1,-18,.,9,-4
Cc1cc(N)n(C2CCN(C)CC2)n1,0.9,10,-10,2,1,-23,1.1,0,2
O=C(c1ccco1)C12CN3CN(CN(C3)C1)C2,.,4,-9,3,-2,-2,1.2,0,4
CN(C)CC1CSCCC1(O)c1ccccc1Cl (stereo unspecified),.,9,-4,0,-2,-26,1,-10,6
Cc1cc(/C=C2/C(=O)NC(=O)N(c3ccccc3)C2=O)c(C)n1-c1ccc(F)cc1,.,26,-15,-3,-4,-27,1.2,-10,3
CCn1c(=O)n(CC(=O)N2CCC3(CC2)OCCO3)c(=O)c2ccccc21,1.1,34,-10,1,-5,-33,1.2,-1,-1
CCOC(=O)c1ccc(N2C(=O)CC(N3CCC(C#N)(c4ccccc4)CC3)C2=O)cc1 (stereo unspecified),1.1,12,-4,1,0,-29,1,3,5
CCN1c2nc3c(C)cccn3c(=O)c2CC2(C(=O)N(C)C(=O)N(C)C2=O)C1C (stereo unspecified),1,3,-15,-2,-5,-6,1.1,-4,-7
CC(C)(C)C(O)C(Oc1ccc(Cl)cc1)n1cncn1 (stereo unspecified),1.1,-1,2,-7,-4,-21,0.9,-18,-6
O=C1CN=C(c2ccccc2)c2oc3ccc(Br)cc3c2N1,0.8,7,8,-2,-3,9,1,-2,-6
CCC(C)N1Cc2ccccc2C1=N (stereo unspecified),0.9,5,-19,-11,-5,-13,.,18,-12
O=P(C(c1ccc2c(c1)OCO2)N1CCOCC1)(N1CCOCC1)N1CCOCC1 (stereo unspecified),1.1,1,-4,2,0,-1,1,4,0
CN1CCC(N(C)Cc2cccnc2)CC1,1,8,-5,0,-5,-22,1.1,0,2
COc1ccc(N=C(C)c2c(O)n(C)c(=O)n(C)c2=O)c(OC)c1,1.3,1,-2,0,-3,4,1.1,3,-3
CCOC(=O)c1sc(/N=C/c2c(O)n(-c3ccccc3)c(=O)[nH]c2=O)c(C#N)c1C,1,20,-9,1,1,16,.,-15,1
CN1CCN(c2ccc(NC(=O)C(C)(C)C)cc2)CC1,0.9,7,-1,2,-6,0,0.9,12,-2
Cc1cccc(N2C(=O)NC(=O)/C(=C\c3cccn3-c3ccc(Cl)cc3)C2=O)c1,0.9,22,-12,-7,-6,16,.,56*,-2
C=Cn1ccnc1P(=S)(c1c(C)nn(-c2ccccc2)c1C)c1nccn1C=C,1.7,-1,12,0,-3,-2,1,2,-4
CCOC(=O)C1CCN(C(C)C(=O)c2c(C)[nH]c3cc(C)ccc23)CC1 (stereo unspecified),1.5,1,3,-1,-4,-9,1.1,2,0
CCCCn1c(O)c(C(C)=NCc2cc(OC)cc(OC)c2)c(=O)[nH]c1=O,1.8,12,15,1,1,-4,1.2,-33,-4
ON1C2CCCCC2N(O)C1c1ccccc1F (stereo unspecified),1.1,2,-5,-2,-9,0,1.1,-1,4
N=C1C(c2ccccc2)=C(O)CN1Cc1ccco1,1.1,6,-5,-4,-1,2,1.2,3,-2
# Next part:
SMILES,PLAP activator,HIV Rev-RRE inh,PLK1 kinase inh,FAK blocker,S1P2 agonist,Plk1 PBD FP,MT1-MMP txn act,S1P2 antag,EphB4 ephrin blk
O=C1OCCC1NC1=NCCC1 (stereo unspecified),0.9,12,-2,1,0,4,1.1,-9,4
CCCCn1c(N)c(C(=O)OCC2CCCO2)c2nc3ccccc3nc21 (stereo unspecified),1.8,14,-7,3,0,-15,1,-19,-1
CCOc1ccc(C2C(C#N)=C(N)Oc3c2c(=O)oc2ccccc32)cc1 (stereo unspecified),1,9,-14,7,-5,8,1,-6,7
O=C(c1ccccc1F)c1cn(CC(=O)N2CCCC2)c2ccccc12,1.1,8,-9,-1,-9,-1,1.1,12,4
CC(=NCc1ccco1)c1c(O)n(-c2ccccc2)c(=O)[nH]c1=O,1.1,12,-13,9,-11,19,1,9,3
N=c1sc2c(n1Cc1ccccc1)CCCC2,1,-2,-8,-3,-5,-3,0.9,3,1
O=c1[nH]c2ccccc2c(=O)n1-c1cccc(Cl)c1,0.9,2,-1,-1,-2,-13,1.1,-1,-3

# Assay outcomes deposited in PubChem BioAssay by several laboratories.

# Only part of the results is shown (hit frequency here may not be typical).
